Vc quorum ag: quorum light induction in luxS cqsA deficient V. cholerae; V. cholerae BH1578 lux reporter, luminescence, 6 h; activation, % at 18.7 µM; 350,000 tested, 0.16% active; AID 588436; in the data active = activation mostly above about 9.7%, no sharp cut-off; note: not every result past the cut was called active; inactives centre near 0; reference of the scale not given here
DUSP3 inh: DUSP3 (human) phosphatase inhibition; inhibition, % at 13.3 µM; recombinant VHR phosphatase, pNPP absorbance; AID 1654; 290,000 tested, 0.52% active; in the data active = inhibition above about 50%; note: some compounds called inactive have numbers as strong as hits
Target sequence (P51452 whole entry, looked up): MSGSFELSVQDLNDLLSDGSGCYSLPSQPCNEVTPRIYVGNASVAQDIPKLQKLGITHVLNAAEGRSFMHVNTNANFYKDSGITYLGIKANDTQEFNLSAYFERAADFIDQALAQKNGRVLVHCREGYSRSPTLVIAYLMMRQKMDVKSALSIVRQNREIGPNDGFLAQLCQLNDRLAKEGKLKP
Yp Topo-I inh: Y. pestis Topo-I inhibition via cleavage products; 360,000 tested, 0.064% active; AID 504884; activity, % at 10 µM; Y. pestis Topo-I cleavage product accumulation, plate reader; in the data active = activity above about 50%, passing the limit was not always enough; note: inactives centre near 2
TcdB inh: inhibitors of Clostridioides difficile toxin B glycohydrolase; P18177; TcdB glycohydrolase enzymatic assay, plate reader; inhibition, % at 9.99 µM; 350,000 tested, 0.24% active; in the data active = inhibition above about 10%
Rv3671c protease: inhibitors of M. tuberculosis serine protease Rv3671c; P9WHR9; inhibition, % at 5.96 µM; 320,000 tested, 0.048% active; in the data active = inhibition above about 38%;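 note: extracellular domain of Rv3671c used as enzyme; 0% = enzyme with DMSO and 100% = no enzyme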
Target sequence (P9WHR9 whole entry, looked up, the tested form may be a part): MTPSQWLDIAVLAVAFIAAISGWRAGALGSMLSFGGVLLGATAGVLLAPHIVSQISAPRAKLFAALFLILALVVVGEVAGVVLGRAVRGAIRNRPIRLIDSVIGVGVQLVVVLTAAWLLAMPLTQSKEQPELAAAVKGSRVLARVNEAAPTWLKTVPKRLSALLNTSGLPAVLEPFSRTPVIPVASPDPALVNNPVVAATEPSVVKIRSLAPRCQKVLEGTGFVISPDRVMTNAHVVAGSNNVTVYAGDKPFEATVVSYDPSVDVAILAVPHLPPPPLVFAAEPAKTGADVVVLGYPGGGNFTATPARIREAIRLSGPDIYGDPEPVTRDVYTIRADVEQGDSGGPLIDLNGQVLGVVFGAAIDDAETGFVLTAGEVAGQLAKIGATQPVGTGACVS
3CLpro inhibitor: SARS-CoV 3CLpro protease inhibition | recombinant SARS-CoV 3CLpro, quenched FRET peptide cleavage | inhibition, % at 6 µM | 290,000 tested, 0.14% active; in the data active = inhibition above about 12%
SSB-PriA inh: blocks PriA binding to SSB C-terminal tail; inhibition, % at 33 µM; AlphaScreen SSBct-PriA binding, biotinylated peptide; AID 1272365; 430,000 tested, 0.6% active; in the data active = inhibition mostly above about 37%, no sharp cut-off; inactive = mostly below about 20%;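 note: plate controls were negative control peptide for no effect and reference peptide for full effect; strong numbers were not always called active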
PfHsp40 rescue: compounds rescuing yeast from Plasmodium falciparum HSP40 toxicity; AID 504582; growth rescue, % at 12.5 µM; S. cerevisiae expressing PfHsp40, growth rescue, ATP luminescence; 340,000 tested, 0.68% active; in the data active = growth rescue above about 28%, passing the limit was not always enough;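 note: yeast W303a lacking pdr1 and pdr3 grown in galactose medium; growth measured after three days at 30 °C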
Anthrax LF prot: inhibitors of Bacillus anthracis lethal factor protease. multiplex microsphere protease cleavage assay, LF. P15917. AID 588501. inhibition, % at 10 µM. 360,000 tested, 0.12% active; in the data active = inhibition above about 30%; note: plate controls were buffer without enzyme for full effect and enzyme alone for no effect
MazF activator: increases E. coli MazEF RNase cleavage of RNA | FAM/BHQ RNA-DNA oligo cleavage fluorescence, 5 h | activation, % at 20 µM | 350,000 tested, 0.32% active; in the data active = activation above about 50%
Target sequence (P0AE70 whole entry, looked up): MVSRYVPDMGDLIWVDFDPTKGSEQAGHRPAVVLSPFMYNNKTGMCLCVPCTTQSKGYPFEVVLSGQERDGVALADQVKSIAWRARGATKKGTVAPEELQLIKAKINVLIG
An asterisk follows results filed as active; i = inactive; nt = not tested or not shown. A portion of the library; the hit share may differ from the screen's.

Structure	Vc quorum ag	DUSP3 inh	Yp Topo-I inh	TcdB inh	Rv3671c protease	3CLpro inhibitor	SSB-PriA inh	PfHsp40 rescue	Anthrax LF prot	MazF activator
CC(=O)NCCn1c(SCC(=O)NCCc2ccc(S(N)(=O)=O)cc2)nc2ccccc2c1=O	i	10	1	3.3	-1	2	-6	-1.0	0	-1
Cc1ccc(N=Cc2cccc(O)c2O)c(C)c1	-0.2	34	-9	nt	-1	9	nt	-1.0	-11	nt
CCN(CC(=O)Nc1ccccc1OC)C(=O)CN1C(=O)NC(C)(c2ccccc2)C1=O (stereo not given)	-1.3	nt	1	-1.1	-1	nt	-12	0.4	-3	8
Cc1cccc(CSc2nnc(-c3ccco3)o2)c1	i	9	12	4.5	7	0	-36	-0.7	-6	2
C=CCn1c(-c2ccoc2)n[nH]c1=S	0.3	38	-3	nt	7	0	3	0.0	-1	1
COc1ccc(NC(=O)c2ccc3c(c2)OCO3)cc1Cl	-0.6	14	-7	nt	-8	2	-11	0.0	5	10
CC1CCCCC1NCC(=O)Nc1ccccc1C(=O)Nc1ccccc1 (stereo not given)	-2.0	nt	21	0.8	-6	nt	-6	-0.5	-3	7
C=CCNC(=O)/C(C#N)=C/c1cn(-c2ccccc2)nc1-c1ccc(OC)c([N+](=O)[O-])c1	-0.3	23	25	nt	-96	-3	-1	0.5	-2	-4
O=S1(=O)N=C(N(CCO)/N=C/c2ccccc2F)c2ccccc21	i	nt	-8	-0.7	7	2	nt	2.1	-8	6
CCOCCCN(CC(=O)NC1CCCC1)C(=O)C(=O)Nc1ccc2c(c1)OCCO2	-4.0	21	2	0.5	-13	4	6	1.3	-5	-3
CC(C)(C)C(=O)COC(=O)c1cccc(NC(=O)c2ccco2)c1	i	2	-3	nt	-6	-3	-1	-0.7	-3	11
Cc1n[nH]c(C)c1S(=O)(=O)N1CCc2ccccc2C1	i	12	-10	-0.2	-10	3	-21	-1.1	7	8
Cc1cc(C)n2nc(SCC(=O)N(C)C)nc2n1	-0.8	15	5	nt	-9	2	-5	1.2	0	1
O=C(COC(=O)C1CC1)Nc1ccccc1Sc1ccccc1	-0.3	-8	11	2.4	-4	-1	-25	-2.9	-1	-1
Cc1cccnc1NC(=O)c1ccc(C(=O)c2ccccc2)cc1	-5.0	nt	0	0.8	1	nt	-2	-0.1	-6	31
CN(C)c1ccc(S(=O)(=O)N2CCCCC2)cc1NC(=O)COc1ccccc1F	i	-11	13	1.1	-15	-2	2	-1.0	-1	6
COc1ccc(-n2nc3c(N4CCC(C(=O)NCc5ccco5)CC4)nnc(C)c3c2C)cc1	-0.9	6	19	nt	9	7	-7	0.8	0	0
CCCCOc1ccc(-c2ncc(N)cn2)cc1	-0.7	18	-4	-0.7	2	4	2	5.6	12	-2
O=C(NCc1cccc(C(F)(F)F)c1)C1CCCN(c2ncccn2)C1 (stereo not given)	i	4	-5	nt	-6	1	0	-0.3	-5	-1
C=CCn1c(CCCOc2ccc(Cl)cc2Cl)nnc1SCC(=O)Nc1nccs1	4.5	-10	-5	nt	-4	-1	0	0.3	2	20
CSCc1c(C(=O)Nc2ccc3c(c2)OCO3)oc2ccccc12	-0.7	24	4	0.0	-4	0	2	-0.5	-4	10
COc1ccc(C2N(c3ccc(OC)cc3)C(=S)N3CCCN23)cc1 (stereo not given)	-0.6	-5	3	nt	-8	-2	8	-0.3	-1	1
O=C(Cc1ccc([N+](=O)[O-])cc1)N/N=C/c1cccs1	i	11	-1	0.4	6	-7	nt	0.0	1	8
CCCCN1C(=O)C(CC(=O)NC2CC2)CC(C(=O)N(CC)CC)=C1C (stereo not given)	0.2	nt	-8	0.7	nt	nt	nt	nt	-1	11
O=C(c1ccccc1)C(Cn1cncn1)C(Sc1ccccc1)c1ccccc1 (stereo not given)	-1.0	19	-4	nt	-40	0	-7	2.5	-8	7
COc1ccc(NC(=S)NC(NC(=O)c2cccc(Cl)c2)C(Cl)(Cl)Cl)c([N+](=O)[O-])c1 (stereo not given)	-10	8	-10	nt	-245	8	-3	1.7	-2	22
CCOc1ccc2[nH]c(=O)c(CN(CCO)C(=O)CC)cc2c1	5.3	22	-8	nt	-5	-2	-19	0.2	-3	-4
CCCCCCn1c(COc2ccccc2F)nnc1SCC(=O)N1c2ccccc2NC(=O)C1(C)C	-2.6	-5	22	2.0	-4	2	9	0.1	-1	4
CCCN1C2CCCC1CC(NC(=O)c1cccc(OC)c1)C2 (stereo not given)	i	24	-3	0.5	-7	-5	-4	-1.0	-7	7
CC1CCCCC1NC(=O)CSc1nncn1N (stereo not given)	-0.2	9	13	0.5	-5	-7	-24	-0.5	-5	7
Cc1cc(C)c(NC(=O)CS)c(Cl)c1	-0.3	17	5	1.1	3	2	-18	-1.7	-4	8
Cc1oc(-c2cccs2)nc1CS(=O)CC(=O)NCCCOC(C)C (stereo not given)	-0.7	13	0	nt	-5	-2	-4	-0.5	-10	8
COC(=O)C1=CN(Cc2ccccc2)C=C(C(=O)OC)C1c1ccc(O)c(OC)c1	-0.6	15	6	0.3	6	3	-14	1.3	-7	4
CN(C)C(CN=C1NS(=O)(=O)c2ccccc21)c1ccco1 (stereo not given)	-0.6	14	-1	1.4	4	2	-3	-1.6	-18	5
CC(C)CC1(C)NC(=O)N(CC(=O)Nc2cccc(S(=O)(=O)N(C)c3ccccc3)c2)C1=O (stereo not given)	-0.7	2	3	1.3	-7	-1	2	-0.5	5	4
COc1ccc(Cc2nnc(SCC(=O)NCC3CCCO3)o2)cc1 (stereo not given)	i	-17	-7	0.2	0	-3	-4	-0.4	-7	2
N#Cc1ccccc1NC(=O)COC(=O)c1cccs1	-3.3	nt	5	-0.9	-2	nt	2	0.2	-7	4
COc1ccccc1OCC(=O)Nc1cccc(C(=O)N2CCOCC2)c1	i	-25	-1	-0.1	3	2	-5	0.2	0	-4
CC1(C)SC(=S)N(Cc2ccc3c(c2)OCO3)C1N(O)C(=O)NC1CCCCC1 (stereo not given)	3.0	14	-8	nt	-1	2	-10	6.8	-11	4
COc1ccc(-c2cc(O)cc(O)c2)cc1	i	-4	3	nt	7	4	1	-0.6	-4	-16
Cc1ccc(NC(=O)CN2CCOCC2)cc1S(=O)(=O)N1CCCCC1	-0.8	nt	6	0.6	-1	nt	0	0.9	-4	4
Cc1cccc(-c2nnc(SCC(=O)NC3CC3)n2C)c1	-0.8	-7	2	1.7	0	4	-9	0.4	1	2
O=C(NNC(=S)NC1CC2CCC1C2)c1ccc(Cl)cc1 (stereo not given)	-0.9	32	4	-1.4	3	2	-7	0.6	-4	3
COc1ccc(OCCCn2c(=O)oc3ccccc32)cc1	0.6	-1	6	nt	1	1	-29	-1.4	-2	6
COc1ccccc1NS(=O)(=O)c1cccc(C(=O)NNC(=O)c2ccc(NC(C)=O)cc2)c1	i	nt	3	1.1	-3	nt	3	-0.2	-13	-16
Cc1ccc(CCN2CC(C(=O)NCc3ccco3)CC2=O)cc1 (stereo not given)	0.6	27	-3	nt	-8	1	-4	-1.8	-2	6
CCOc1ccc(-n2nnnc2SCC(=O)c2ccccc2)cc1	-0.1	7	23	nt	1	-2	3	0.1	-2	-2
CN1CCC(N(C)C(=O)c2cccc(S(=O)(=O)N3CCc4ccccc43)c2)CC1	nt	nt	-6	0.4	0	nt	-6	-1.2	-6	-3

Source: PubChem (several laboratories)
